PHOSPHO1 inh: inhibitors of human PHOSPHO1 phosphatase; Q8TCT1; recombinant PHOSPHO1, absorbance phosphatase assay; inhibition, % at 13.3 µM; actives 1.1% (n = 290,000); AID 1565; in the data active means inhibition above about 60%
OXTR ag: agonists of human oxytocin receptor; P30559; CHO-OTR cells, Fluo-8 calcium fluorescence; normalized: DMSO 0%, oxytocin 100%; activation, % at 3 µM; actives 0.32% (n = 320,000);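 active means activation above the mean of all tested compounds plus 3 SD, cutoff set per screening run, cut at about 20% in these data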;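 further: peak over basal fluorescence ratio from a 100 s FLIPR kinetic read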
V1R ag counter: activates human V1a receptor in oxytocin agonist counter-screen; P37288; CHO-V1R cells, Fluo-8 calcium fluorescence, agonist mode; 0% DMSO, 100% 3 nM vasopressin; activation, % at 3 µM; actives 0.25% (n = 320,000);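 active means activation above the mean activation of all tested compounds plus 3 SD, per screening run, cut at about 20% in these data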;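 further: signal is peak over basal fluorescence ratio across a 100 second FLIPR read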
MEKK3 PB1 HTS: raises or lowers MEK5 binding to the human MEKK3 PB1 domain | Q99759 | bead-based flow cytometry, Alexa488-MEK5 binding to MEKK3; actives lie on both sides; 0 = blocked by unlabeled MEK5, 100 = vehicle | binding response (% of control), % at 10 µM | actives 1.4% (n = 290,000);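 active means binding response more than 3 SD above or below the average of its plate-row segment, actives on both sides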;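 further: Alexa488 bead fluorescence after subtracting the streptavidin-only scavenger bead signal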
Target sequence (Q99759 whole entry, looked up, the tested form may be a part): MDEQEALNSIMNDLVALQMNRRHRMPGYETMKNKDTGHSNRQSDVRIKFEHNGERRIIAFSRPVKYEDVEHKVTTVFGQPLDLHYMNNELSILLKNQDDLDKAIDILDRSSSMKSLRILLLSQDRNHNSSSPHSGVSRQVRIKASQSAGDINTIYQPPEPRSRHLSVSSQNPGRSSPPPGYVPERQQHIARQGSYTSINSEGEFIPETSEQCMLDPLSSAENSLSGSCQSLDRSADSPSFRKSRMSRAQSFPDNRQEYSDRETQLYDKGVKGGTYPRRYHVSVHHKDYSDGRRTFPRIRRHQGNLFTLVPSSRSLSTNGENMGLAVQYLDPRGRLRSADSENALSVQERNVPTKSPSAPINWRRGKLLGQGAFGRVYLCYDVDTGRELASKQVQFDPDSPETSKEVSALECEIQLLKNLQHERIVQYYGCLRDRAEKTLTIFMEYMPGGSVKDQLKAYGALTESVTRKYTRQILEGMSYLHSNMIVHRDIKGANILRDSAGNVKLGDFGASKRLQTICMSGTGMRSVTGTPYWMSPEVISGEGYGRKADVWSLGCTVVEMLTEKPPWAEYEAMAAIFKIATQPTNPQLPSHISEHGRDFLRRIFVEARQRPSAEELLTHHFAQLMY
MEKK2 WT-MEK5: raises or lowers MEK5 binding to wildtype human MEKK2 PB1 domain; actives 1.1% (n = 290,000); AID 1531; Q9Y2U5; binding response (% of control), % at 10 µM; bead flow cytometry, Alexa488-MEK5 binding to MEKK2 WT; actives lie on both sides; in the data active means binding response below about 67% or above about 130%
GalR3 antag: blocks the human galanin receptor 3; actives 0.44% (n = 360,000); AID 651719; inhibition, % at 3 µM; HEK293 GalR3-CNG cAMP membrane potential fluorescence; galR3 body fused to GalR1 C-terminus; O60755;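 active means inhibition above the screen-wide average plus 3 SD, cut at about 13% in these data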;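 further: forskolin and galanin both at EC90 stimulate the cells; cAMP rise reported by CNG channel membrane potential dye signal; 0% = forskolin plus galanin with DMSO and 100% = forskolin alone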
Target sequence (O60755 1-299 limits assumed): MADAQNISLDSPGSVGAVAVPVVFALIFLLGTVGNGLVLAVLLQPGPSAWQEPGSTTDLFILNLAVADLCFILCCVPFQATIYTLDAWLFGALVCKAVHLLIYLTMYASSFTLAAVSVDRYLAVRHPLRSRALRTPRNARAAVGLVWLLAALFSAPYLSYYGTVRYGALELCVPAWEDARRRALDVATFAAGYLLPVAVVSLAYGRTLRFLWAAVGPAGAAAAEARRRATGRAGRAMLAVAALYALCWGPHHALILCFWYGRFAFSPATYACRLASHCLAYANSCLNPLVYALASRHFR
NALP1 yeast inh: NALP1 inhibition; inhibition, % at 10 µM; AID 2071; actives 0.61% (n = 280,000); S. cerevisiae NALP1/ASC/caspase-1 growth, X-gal OD620, 72 h; in the data active means inhibition mostly above about 24%, no sharp cut-off; inactive means mostly below about 32%; further: some compounds called inactive have numbers as strong as hits
GPR7 antag: blocks human GPR7 receptor signaling | P48145 | GPR7-expressing cells, fluorescence antagonist assay | inhibition, % at 4.4 µM | actives 1.1% (n = 290,000) | AID 1861; in the data active means inhibition above about 16%, passing the limit was not always enough;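 further: cells stimulated with the agonist NPW; 0% = agonist with vehicle and 100% = vehicle without agonist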
MEKK2 mut-MEK5: signal of MEK5 binding to mutant human MEKK2 PB1 domain; bead flow cytometry, Alexa488-MEK5 binding to MEKK2 mutant; percent response, % at 10 µM; actives 0.35% (n = 290,000); in the data active means percent response above about 24%, passing the limit was not always enough; further: inactives centre near 1; some results filed as inactive read as strong as hits; reference of the scale not given here
* marks the source's active call; other numbers are inactive results; . = no result given. Random draw from the library; any-hit rate near 5.4%.

SMILES	PHOSPHO1 inh	OXTR ag	V1R ag counter	MEKK3 PB1 HTS	MEKK2 WT-MEK5	GalR3 antag	NALP1 yeast inh	GPR7 antag	MEKK2 mut-MEK5
O=C(Nc1ccccc1C(=O)O)c1cccc(NC(=O)c2ccc(Br)o2)c1	10	-1.8	0.5	93	93	-3	34	-10	-5
CC1Cn2c(COc3ccccc3)nnc2S1 (configuration not stated)	-10	-0.6	0.6	102	99	0	-4	-8	2
COCCOC(=O)C1=C(C)NC2=C(C(=O)CC(C)(C)C2)C1c1ccc(N(C)C)cc1 (configuration not stated)	12	0.0	0.5	103	113	-8	1	-9	6
CCOc1ccccc1NS(=O)(=O)c1c(C)[nH]c(C)c1C(=O)N1CCCCC1	12	0.5	1.5	102	97	4	4	-4	3
Cc1nnc(NC(=O)c2ccccc2C(=O)O)s1	-9	1.8	0.1	101	106	-3	0	-13	-2
N#Cc1nc(Cc2cccc3ccccc23)oc1NCc1ccc2c(c1)OCO2	-4	-0.7	0.2	102	95	-8	-1	-4	-1
CCOC(=O)CSc1n[nH]c(NS(=O)(=O)c2ccccc2C(F)(F)F)n1	38	1.0	0.9	99	98	-4	11	-6	1
C#CCOCCOCCOCCNc1nc(N2CCOCC2)nc(N2CCN(C(=O)[C@H]([C@@H](C)CC)n3cc(CCCN=C(N)N)nn3)CC2)n1	-18	0.1	1.7	100	99	2	25	-6	5
Cc1oc2c(c(C)cc3oc(=O)c(CC(=O)NCC(=O)NCC(=O)NCC(C)O)c(C)c32)c1C (configuration not stated)	34	.	.	103	104	-10	6	-6	5
CCOC(=O)C(=O)Nc1cc([N+](=O)[O-])ccc1C	7	-1.0	0.1	110	116	0	.	-4	6
COCCn1nnnc1CN(CCc1ccccc1)Cc1cc2ccc(C)cc2[nH]c1=O	66*	-1.2	-0.4	104	105	-4	-4	-17	6
O=C(CN1C(=O)C2CC=CCC2C1=O)Nc1nnc(SCc2ccc(Cl)cc2)s1 (configuration not stated)	29	1.4	0.6	105	110	2	17	-1	4
Cc1cc(NC(=O)Nc2ccc(OCc3ccccc3)cc2)n(C)n1	.	1.3	1.2	102	105	.	-8	-1	0
Cc1nc(NC(=O)c2cccc(-c3cc4ccccc4oc3=O)c2)ccc1Br	11	-1.2	-0.7	103	125	-11	35	-7	9
Cc1ccc(CNC(=O)CS(=O)(=O)c2ccccc2)cc1	47	-0.9	-0.2	96	98	-5	3	-11	1
O=C(NCCO)c1cc(-c2cc(C(=O)NCCO)c3ccccc3n2)nc2ccccc12	-2	0.6	-0.3	102	101	-6	-4	-2	-2
COc1ccc(C(=O)OCC(=O)Nc2ccc(Cl)cn2)cc1	16	0.4	0.9	94	96	-5	7	2	-1
CCCn1c(NC(=O)C2CCN(S(=O)(=O)c3cccs3)CC2)nc2ccccc21	10	0.4	1.5	89	87	-2	-15	2	-4
COc1ccc(N(C(=O)CNC(=O)c2cccs2)C(C(=O)NCC2CCCO2)c2ccc(OC)c(OC)c2)cc1 (configuration not stated)	37	-0.1	-0.2	100	94	-5	10	-15	-3
COC(=O)c1c(C)[nH]c(C(=O)OCc2ccc(F)cc2)c1C	10	-1.9	-0.3	117	118	-2	-3	-11	7

Part of the list above, with values under each structure:
Values run as follows: PHOSPHO1 inh	OXTR ag	V1R ag counter	MEKK3 PB1 HTS	MEKK2 WT-MEK5	GalR3 antag	NALP1 yeast inh	GPR7 antag	MEKK2 mut-MEK5
- O=C(Nc1ccccc1C(=O)O)c1cccc(NC(=O)c2ccc(Br)o2)c1
 : 10	-1.8	0.5	93	93	-3	34	-10	-5
- CC1Cn2c(COc3ccccc3)nnc2S1 (configuration not stated)
 : -10	-0.6	0.6	102	99	0	-4	-8	2
- COCCOC(=O)C1=C(C)NC2=C(C(=O)CC(C)(C)C2)C1c1ccc(N(C)C)cc1 (configuration not stated)
 : 12	0.0	0.5	103	113	-8	1	-9	6
- CCOc1ccccc1NS(=O)(=O)c1c(C)[nH]c(C)c1C(=O)N1CCCCC1
 : 12	0.5	1.5	102	97	4	4	-4	3
- Cc1nnc(NC(=O)c2ccccc2C(=O)O)s1
 : -9	1.8	0.1	101	106	-3	0	-13	-2
- N#Cc1nc(Cc2cccc3ccccc23)oc1NCc1ccc2c(c1)OCO2
 : -4	-0.7	0.2	102	95	-8	-1	-4	-1
- CCOC(=O)CSc1n[nH]c(NS(=O)(=O)c2ccccc2C(F)(F)F)n1
 : 38	1.0	0.9	99	98	-4	11	-6	1
- C#CCOCCOCCOCCNc1nc(N2CCOCC2)nc(N2CCN(C(=O)[C@H]([C@@H](C)CC)n3cc(CCCN=C(N)N)nn3)CC2)n1
 : -18	0.1	1.7	100	99	2	25	-6	5
- Cc1oc2c(c(C)cc3oc(=O)c(CC(=O)NCC(=O)NCC(=O)NCC(C)O)c(C)c32)c1C (configuration not stated)
 : 34	.	.	103	104	-10	6	-6	5
- CCOC(=O)C(=O)Nc1cc([N+](=O)[O-])ccc1C
 : 7	-1.0	0.1	110	116	0	.	-4	6
- COCCn1nnnc1CN(CCc1ccccc1)Cc1cc2ccc(C)cc2[nH]c1=O
 : 66*	-1.2	-0.4	104	105	-4	-4	-17	6

Further results follow.
SMILES	PHOSPHO1 inh	OXTR ag	V1R ag counter	MEKK3 PB1 HTS	MEKK2 WT-MEK5	GalR3 antag	NALP1 yeast inh	GPR7 antag	MEKK2 mut-MEK5
O=C(Cn1cc2c(n1)CCCC2)NCc1cccc(Cl)c1	-22	-1.1	-0.8	101	103	0	16	3	2
COc1ccc(C)cc1NC(=O)CCC(=O)Nc1nnc(C2CCCCC2)s1	26	1.0	0.4	96	98	1	19	-13	-1
CCOC(=O)CN1C(=O)/C(=C/c2c(F)cccc2Cl)Oc2ccccc21	14	-0.2	0.0	99	102	-11	0	-20	2
O=C(c1cc(COc2cccc(C(F)(F)F)c2)on1)N1CCC(Oc2cccnc2)CC1	22	9.4	14	97	101	-3	-26	15	0
O=C(CCl)Nc1cccc(S(=O)(=O)N2CCCCCC2)c1	3	0.8	2.1	95	98	-3	29	-4	-2
CC(C)CCC(CCNCc1ccccn1)c1ccc2c(c1)OCO2 (configuration not stated)	.	6.3	2.1	110	115	-10	6	23	19
Cc1csc(NC(=O)CSc2nc(C(C)C)nc3c2c(=O)n(C)c(=O)n3C)n1	-8	-1.6	-1.0	107	106	.	-8	3	13
Nc1cc(C(=O)O)ccc1Nc1ccc(F)c(F)c1	6	0.5	0.5	104	106	0	-10	-7	6
Cc1ccc(C)c(NC(=O)CN(C)C(=O)c2ccc(Cl)nc2)c1	28	0.7	1.9	101	97	-10	19	-10	-6
COc1ccc(/C=N/n2c(-c3n[nH]c4c3CCC4)n[nH]c2=S)cc1OC	14	-1.8	0.4	100	99	7	32	-5	-2
O=C1COc2ccc(C(=O)CSc3nnc(NCc4ccccc4)s3)cc2N1	5	3.0	4.5	89	89	0	.	11	-10
CC(=O)NO	.	0.3	0.2	108	111	.	.	.	1
Cc1c(NC(=O)COc2ncnc3ccccc23)c(=O)n(-c2ccccc2)n1C	13	0.8	0.7	99	101	-2	-6	-1	20
CC1(CC(=O)Nc2ccccc2)NC(=S)N(c2ccccc2)N1 (configuration not stated)	-9	0.8	3.0	87	95	7	-23	1	-1
COc1ccc(C(=O)Nc2cccc(C(=O)N3CCCC3)c2)cc1	-11	-0.6	0.0	59	62	-4	22	-8	-13
CCc1c(C)nc2[nH]nc(-c3ccccc3)n2c1=O	11	-1.0	-0.2	101	98	1	27	8	0
O=C(Cn1cccc1)N1CCN(c2ccc(F)cc2)CC1	-2	-0.6	0.5	115	113	.	-30	7	11
Cc1ccc(CNC(=O)CSc2nc(N3CCCCC3)nc(N3CCCCC3)n2)cc1	-7	-1.3	0.0	100	95	4	34	-10	6
CCOc1ccc(Br)cc1/C(C)=N\NC1=NCCN1	10	2.1	2.1	96	105	65*	14	17	-1
COC(=O)C1CCCCN1C(=O)c1ccc(OC2CCN(C(C)=O)CC2)c(OC)c1 (configuration not stated)	58	-0.3	2.0	99	100	2	10	0	5
C=CCn1c(O)c(N=NC(=O)CNC(=O)Cc2ccccc2)c2ccccc21	18	-1.3	-0.5	100	99	-2	2	-12	7
c1csc(-c2nn[nH]n2)c1	-13	1.0	0.9	101	98	-5	7	-6	3
O/C(=C\Sc1nnc(Cc2ccccc2)o1)c1ccc(F)cc1	4	1.9	1.2	77	77	-2	4	1	-16
COc1ccc(N(C)C(=O)Nc2ccc3nsnc3c2)cc1	-5	.	.	101	99	0	4	-4	-3
CN(C)C=Nc1ccc2nc3c(cc2c1)[nH]c1ccccc13	28	-0.6	-0.6	108	121	-7	14	2	16
NNc1nc(NCc2ccccc2)nc(N2CCOCC2)n1	-24	-1.8	-0.1	84	96	2	-5	6	-4
CC1CCC/C(=C(\C#N)c2nc(-c3cc4ccccc4oc3=O)cs2)C1 (configuration not stated)	3	-1.8	-0.6	97	88	-4	31	-7	-4
O=C(Cn1c(CO)nc2ccccc21)NCCc1ccccc1	12	0.0	-0.6	104	100	-1	-6	-5	-4
CCO[C@@H]1OC(C(=O)NCc2ccccc2)=C[C@H](C(C)(C)C)[C@H]1CCCO	22	-1.1	-1.9	82	98	-6	-2	.	4
COc1cc2c(cc1OC)C(c1cc3cc(OC)c(OC)cc3[nH]c1=O)N(C(=O)C1CC1)CC2 (configuration not stated)	3	0.2	0.4	99	100	-3	19	-7	6
CCN(C(=O)CCN1C(=O)/C(=C/c2ccccc2)SC1=S)C1CCS(=O)(=O)C1 (configuration not stated)	29	12	9.4	98	101	1	11	-3	4
CC(O)CCC(=O)NNC1CC(=O)N(c2ccccc2)C1=O (configuration not stated)	24	-0.4	-0.5	95	100	-1	-6	-3	-3
CCOC(=O)N1CCN(C(=O)C2CCCN(S(=O)(=O)c3cccnc3)C2)CC1 (configuration not stated)	7	-0.3	-0.2	99	100	-1	-17	-6	2
O=C(c1ccco1)N(Cc1ccc2c(c1)OCO2)Cc1cc2cc3c(cc2[nH]c1=O)OCO3	24	-0.5	0.3	119	113	-5	.	9	2
Cc1nn(-c2ccccc2)c2nc(-c3cccs3)cc(C(=O)NN)c12	49	2.0	1.5	104	86	-1	9	-14	-11
c1coc(C2Nc3cccc4cccc(c34)N2)c1	-3	-0.5	-0.7	98	98	.	5	-5	6
O=C(/C=C/Nc1nccs1)C(F)(F)Cl	24	1.1	0.2	77	74	1	10	2	-25
O=c1nc(N2CCOCC2)nc2n1CCO2	46	0.0	1.0	97	98	-1	.	-16	-4
O=C(c1ccc(S(=O)(=O)N2CCCCCC2)cc1)N1CCN(c2ccccc2F)CC1	25	-1.1	0.5	105	101	-1	9	-16	6
Cc1ccccc1C(=O)OCc1nnc(-c2ccc(Cl)cc2)o1	16	-1.2	0.4	146*	121	-7	8	-8	6
COc1cc(/C=N/OCC(=O)NC2CCS(=O)(=O)C2)ccc1OC(F)F (configuration not stated)	22	0.7	-1.1	102	99	4	12	-10	0
